Screening results from PubChem.
AMA1-RON2 inh: disrupts binding of P. falciparum AMA1 to RON2; AlphaScreen AMA1-biotinylated RON2 peptide binding; Potency, µM (highest dose often 58.2 µM), for inactives: at the highest dose activity change, negative = inhibition, usual class: inhibitors; 360,000 compounds, 0.2% hits;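 further: 0% = vehicle wells and -100% = peptide control; nearly all actives have a fitted effect of over 45% in size; some results filed as inactive show a strong effect at the top dose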
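AMA1 (3D7) with his tag at 25 nM final met compounds first, then biotinylated RON2 peptide at 25 nM; detection used donor plus acceptor beads, 10 µg/mL apiece, read by AlphaScreen after 30 min at room temperature.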
TbPYK inhibitor: inhibitors of Trypanosoma brucei pyruvate kinase; 410,000 compounds, 0.12% hits; AID 624173; Potency, µM (highest dose often 76.8 µM), for inactives: at the top dose activity, negative = inhibition, actives largely listed as inhibitors; Q57TT1; TbPYK enzyme, Kinase-Glo Plus ATP luminescence, 45 min; further: nearly all actives have a fitted effect of over 50% in size
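Screened from lowest to highest concentration, compounds were pinned into TbPYK/substrate mixtures, and ADP (130 uM final) was added. Plates sat at room temperature for 45 min prior to Kinase-Glo Plus detection by luminescence.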
* hit, by the source's call; ? = inconclusive; [ ] = dose if it differs, or a comment. The call rests on the fitted dose curve; in most records, active means well fitted curve in the direction sought with a large enough effect; inconclusive means small, poorly fitted or top-dose-only effect, or another doubt; inactive means no such curve, though single readings can be large; an effect the other way counts as inactive or inconclusive. Unless noted, on the % scale 0 is the no-effect control and ±100 the full control effect; potency means the concentration at half of the fitted maximal effect. This is a subset; count on the stated rates, not on these rows.

SMILES	AMA1-RON2 inh	TbPYK inhibitor
C[C@@H]1COC(=O)[C@@H](CC(=O)OC(C)(C)C)C/C=C\C[C@@H](CC(=O)N[C@H](CO)Cc2ccccc2)C(=O)N1	-3%	-8%
CCOC(=O)C1=CCN(S(=O)(=O)c2ccc(C)cc2)C1c1ccccc1 (stereo not given)	10%	4%
CC(C)CNc1ncnc2c1ncn2[C@H]1CN(Cc2ccco2)C[C@@H](CO)O1	-4%	4%
CCOC(=O)c1csc(NC(=O)CCS(=O)(=O)c2ccc(Cl)cc2)n1	6%	-4%
C[C@@H]1CN([C@@H](C)CO)C(=O)c2cc(NS(=O)(=O)c3ccc(F)cc3)ccc2O[C@@H](C)CCCCO[C@H]1CN(C)C(=O)NC1CCCCC1	2%	-3%
C=C1CC[C@@H]2[C@](C)(CO)[C@H](O)CC[C@@]2(C)[C@@H]1C/C=C1/C(=O)OCC1O (stereo not given in full)	3%	-3%
Nc1[nH]c(C(=O)c2ccccc2)c(-c2ccccc2C(F)(F)F)c1C(=O)NCCc1cccs1	4%	2%
O=C(NC1CCCC1)C1c2ccccc2OCC(=O)N1Cc1ccccc1 (stereo not given)	2%	1%
CSc1ccc(Cn2c(C)c(C(=O)NCc3cccs3)sc2=O)cc1	-12%	0%
CC1(c2nnnn2Cc2ccccc2)CCC(=O)N1C1CC1 (stereo not given)	17%	5%
CCOC(=O)C1=C[C@@H](C(C)C)N(S(=O)(=O)c2ccc(C)cc2)[C@H]1c1ccc(C(C)C)cc1	9%	0%
COc1cc(/C=C/C(=O)OCC(=O)c2ccccc2)cc(OC)c1OC	-5%	0%
CC(C)C[C@H]1CNC(=S)N1C[C@H]1CCCN1C[C@H](CC(C)C)N1C[C@H](Cc2ccc(O)cc2)N(CC2CCCCC2)C1=S	18%	-2%
COCCCNc1ccn2nc(-c3ccc(CC(C)C)cc3)cc2n1	15%	-7%
CCCC[C@@H]1CNC(=O)C(=O)N1CC1CCCCC1	-9%	7%
COc1cccc(COC(=O)CSCC(=O)Nc2ccc(C)cc2)c1OC	-1%	5%
Cc1ccc(NC(=O)Cn2cnc3c(NCc4ccccc4)ncnc32)cc1C	-4%	-10%
CN(C)c1ccc(C=Cc2ccnc3c(O)cccc23)cc1	128%[activator]	-9%
CC1=C(C(=O)N(C)C)CC(CC(=O)NC(c2ccccc2)c2ccccc2)C(=O)N1CCC1=CCCCC1 (stereo not given)	-12%	-14%
CCN(CC)S(=O)(=O)c1ccc(NC(=O)C2CC(=O)N(c3ccc4c(c3)OCCO4)C2)cc1 (stereo not given)	4%[11.6 µM]	-4%
CCN1Cc2c(cc(OC)c(OC)c2OC)-c2ccccc2S1(=O)=O	6%	-11%
CCCCN1C(=O)C(CC(=O)NCCN2CCOCC2)CC(C(=O)N(C(C)C)C(C)C)=C1C (stereo not given)	19%	0%
CN(C)CCNc1ncnc2c1ncn2[C@H]1CN(Cc2ccc(Cl)cc2)C[C@@H](CO)O1	-2%	0%
CC(=O)c1ccc(NC(=O)CN2c3cccc4cccc(c34)S2(=O)=O)cc1	3%	-6%

5 records drawn at random from the list so far:
SMILES	AMA1-RON2 inh	TbPYK inhibitor
Nc1[nH]c(C(=O)c2ccccc2)c(-c2ccccc2C(F)(F)F)c1C(=O)NCCc1cccs1	4%	2%
CC(=O)c1ccc(NC(=O)CN2c3cccc4cccc(c34)S2(=O)=O)cc1	3%	-6%
COCCCNc1ccn2nc(-c3ccc(CC(C)C)cc3)cc2n1	15%	-7%
O=C(NC1CCCC1)C1c2ccccc2OCC(=O)N1Cc1ccccc1 (stereo not given)	2%	1%
CCN(CC)S(=O)(=O)c1ccc(NC(=O)C2CC(=O)N(c3ccc4c(c3)OCCO4)C2)cc1 (stereo not given)	4%[11.6 µM]	-4%

Looked up above.
Under AMA1-RON2 inh, `CC1=C(C(=O)N(C)C)CC(CC(=O)NC(c2ccccc2)c2ccccc2)C(=O)N1CCC1=CCCCC1` (stereo not given) has the entry -12%
Under AMA1-RON2 inh, `COc1cccc(COC(=O)CSCC(=O)Nc2ccc(C)cc2)c1OC` has the entry -1%

Carrying on:
SMILES	AMA1-RON2 inh	TbPYK inhibitor
CC1C(=O)N(Cc2cn(Cc3ccco3)nn2)CCS(=O)(=O)N1Cc1ccc(-c2ccccc2C(F)(F)F)cc1 (stereo not given)	0%	-4%
COc1cc(C(O)c2nc(-c3ccc(F)c(Cl)c3)cs2)ccc1F (stereo not given)	5%	1%
CC1([N+](=O)[O-])COP(=O)(Nc2ccc(F)cc2)OC1 (stereo not given)	7%	2%
O=C1NC(Cc2ccc(O)cc2)c2nc3ccc(F)cc3c(=O)n2-c2cc3ccccc3cc21 (stereo not given)	-1%	3%
COc1cccc(CC(=O)Nc2ccc(F)c(S(=O)(=O)N3CCOCC3)c2)c1	5%	-6%
COc1ccc(Cl)c(-c2cc(C(=O)Nc3ccc(F)cc3)[nH]n2)c1	-19%	-6%
NC(Cc1ccc(Cl)cc1)c1csc(Nc2ccc(C(=O)c3ccccc3)cc2)n1 (stereo not given)	36%[activator]	-8%
NCC1OC(n2cnc3c(N)ncnc32)CC1O (stereo not given)	6%	-1%
COCCn1c(SCC(=O)Nc2nc3ccccc3s2)nnc1-c1ccoc1C	10%	0%
CC(C)(C)[C@H](N)C(=O)N[C@H]1CCC2C3CC=C4C[C@@H](O)CC[C@]4(C)C3CC[C@@]21C (stereo not given in full)	10%	-5%
Cc1ccc(S(=O)(=O)N2CCCCC2)cc1NC(=O)Cn1ncc(Cl)c(Cl)c1=O	14%	2%
COc1ccc2c(c1)nc(-c1cccc(Br)c1)c(=O)n2C(c1ccccn1)c1nc2ccccc2[nH]1 (stereo not given)	93%[activator]	3%

Some of these compounds in order of length of the SMILES, rising.
SMILES	AMA1-RON2 inh	TbPYK inhibitor
NCC1OC(n2cnc3c(N)ncnc32)CC1O (stereo not given)	6%	-1%
Cc1ccc(S(=O)(=O)N2CCCCC2)cc1NC(=O)Cn1ncc(Cl)c(Cl)c1=O	14%	2%
O=C1NC(Cc2ccc(O)cc2)c2nc3ccc(F)cc3c(=O)n2-c2cc3ccccc3cc21 (stereo not given)	-1%	3%

The list continues.
SMILES	AMA1-RON2 inh	TbPYK inhibitor
CC(C)NC(=O)c1cc(C2CCCCN2C(=O)OCCF)on1 (stereo not given)	-2%	5%
O=C(Cc1ccc(OCc2ccccc2)cc1)NCc1ccc2c(c1)OCO2	1%	0%
CC(=O)c1c(C)[nH]c(C(=O)NNC(=O)COc2cc(C)ccc2C(C)C)c1C	83%[activator]	1%
CCC(=O)c1ccc(OCC(=O)NCc2ccccc2CN2CCCC2)cc1	-1%	4%
O=C(O)c1ccccc1C(=O)c1ccc2oc(=O)[nH]c2c1	25%	0%
CCc1nc2c(OCc3ccc(S(C)(=O)=O)cc3)cccn2c1N(C)C(=O)c1ccccc1F	22%	-3%
COc1ccc(NC(=O)c2cc3ccccc3o2)cc1S(=O)(=O)N1CCCCC1	-19%	-8%
Cc1cc(NC(=O)Cn2cnc3sccc3c2=O)no1	-8%	1%
CC(C)NC(=O)N(C)C[C@H]1OCc2cnnn2CCCC(=O)N([C@H](C)CO)C[C@@H]1C	3%	3%
O=[N+]([O-])c1ccccc1C(=Nc1ccccc1)c1c(O)cc(O)cc1O	5%	0%
Cc1cccc(CN(C)C[C@H]2OCc3cnnn3CCCC(=O)N([C@@H](C)CO)C[C@@H]2C)c1	7%	-3%
CCOc1ccc(N2C(=O)CC(Sc3nc(O)c(CC)c(=O)[nH]3)C2=O)cc1 (stereo not given)	54%[activator]	-2%
O=C(NCc1nnnn1-c1ccc(F)cc1)c1ccc2ccccc2c1	14%	1%
O=C(CCCCn1cnc2c(=S)nc[nH]c21)Nc1ccc(C(=O)O)cc1	76%[activator]	?
O=C1c2cccc3cccc(c23)C(=O)N1Cc1ccccn1	5%	4%
COCCCN1C(=O)C(CC(=O)NCC2CCCCC2)CC(C(=O)N(C(C)C)C(C)C)=C1C (stereo not given)	37%[activator]	-11%
CC1(C(=O)NS(=O)(=O)c2ccccc2C(F)(F)F)CCN1C(=O)CCc1cccs1 (stereo not given)	-12%	1%
O=C(NN=Cc1c(O)ccc2ccccc12)c1ccc2c(c1)OCO2	79%[activator]	-1%
COc1ccc(NC(=O)COC(=O)Cc2ccsc2)c(OC)c1	19%	8%
CN(CCNC(=O)c1c[nH]c2c1ccc1ccccc12)CCNC(=O)c1c[nH]c2c1ccc1ccccc12	-20%	-2%
O=C(Cn1cc([N+](=O)[O-])ccc1=O)NCC(=O)Nc1ccc(F)c(F)c1F	17%	-4%
CCC(=O)NC(C)C(c1cccs1)N1CCOCC1 (stereo not given)	22%	2%
Cc1ccc(COC[C@H](CC(C)C)N2CCN(C(=O)c3cccc(C(F)(F)F)c3)CCC2=O)cc1	7%	8%
O=C(CNC(=O)c1ccco1)OCc1ccccc1F	17%	3%
C[C@H](CO)N1C[C@H](C)[C@@H](CN(C)Cc2ccccn2)Oc2ncc(-c3ccccc3)cc2C1=O	99%[activator]	-8%
CCN1C[C@@H]2[C@@H]3C(=O)N(C)C(=O)[C@@H]3[C@](Cc3ccccc3)(C1=O)N2C(=O)c1ccc(F)cc1	2%	0%
CCCCCCCCC(c1nc2ccccc2[nH]1)N1CCN=C1c1cc2ccccc2[nH]1 (stereo not given)	53%[activator]	-1%
CCOC(=O)Cn1nc(/C=C/c2ccc(OC)cc2)ccc1=O	7%	-14%
Cc1cc(C)cc(N2C(=O)C=CC2=O)c1	4%	13µM*
O=C(NCCN1CCOCC1)c1cc(-c2ccccc2)nc2ccccc12	-5%	-4%
CC(Sc1nncn1C)C(=O)NCCC1=CCCCC1 (stereo not given)	-5%	0%
Cc1c(NS(=O)(=O)c2cccc(C(=O)N3CCC(C)CC3)c2)c(=O)n(-c2ccccc2)n1C	10%	-3%
Cc1ccccc1-c1cc2nc(NCCOc3ccccc3)n(C)c(=O)c2s1	-5%	0%
Cc1cccc(C(=O)OCC(=O)c2ccc3c(c2)NC(=O)CO3)c1	4%	4%
N#C/C(C(N)=O)=C1/CCCN1Cc1ccccc1	-14%	0%
CCc1nc2ccc(C(=O)Nc3ccc(OC)c(OC)c3)cn2c1N(C)C(=O)Cc1ccccc1	22%	9%

Structural class: the compounds so far containing two or more sulfur atoms.
SMILES	AMA1-RON2 inh	TbPYK inhibitor
CCOC(=O)c1csc(NC(=O)CCS(=O)(=O)c2ccc(Cl)cc2)n1	6%	-4%
CSc1ccc(Cn2c(C)c(C(=O)NCc3cccs3)sc2=O)cc1	-12%	0%
CC(C)C[C@H]1CNC(=S)N1C[C@H]1CCCN1C[C@H](CC(C)C)N1C[C@H](Cc2ccc(O)cc2)N(CC2CCCCC2)C1=S	18%	-2%
COCCn1c(SCC(=O)Nc2nc3ccccc3s2)nnc1-c1ccoc1C	10%	0%
CC1(C(=O)NS(=O)(=O)c2ccccc2C(F)(F)F)CCN1C(=O)CCc1cccs1 (stereo not given)	-12%	1%

(list continues)
SMILES	AMA1-RON2 inh	TbPYK inhibitor
CC(C)N1CCSC1=S	-17%	2%
CS(=O)(=O)c1ccc(-c2cc(NC=O)c3ncc(-c4ccc(F)cc4)n3c2)cc1	17%	1%
COc1ccc(CN2CCNC(=O)C2CC(=O)N(C)C2CCOCC2)cc1OC (stereo not given)	7%	1%
COc1cc(F)ccc1-c1cc(C(=O)Nc2cc(OC)c(OC)c(OC)c2)[nH]n1	6%	-7%
Cc1ccccc1NC(=O)Nc1nc(C2CCC(=O)N2)cs1 (stereo not given)	5%	-4%
S=c1[nH]c2nc(Cl)c(Cl)nc2[nH]1	135%[activator]	-24%
COc1cc(/C=C/C(=O)OCC(=O)N(CC(C)C)c2c(N)n(Cc3ccccc3)c(=O)[nH]c2=O)ccc1O	1%[11.6 µM]	-5%
O=C(c1ccccc1)N1CCN(c2cc(Cl)nc3cc(-c4cccc(Cl)c4)nn23)CC1	-20%	7%
Cc1ccsc1C(=O)NNC(=O)COc1ccc(Br)cc1	33%[activator][11.6 µM]	3%
CN(c1ccccc1)S(=O)(=O)c1ccc(C(=O)Nc2cccc(S(=O)(=O)N3CCOCC3)c2)cc1	-13%	-4%
Cc1noc(C)c1NC(=O)N(C)C[C@H]1Oc2ccc(NS(=O)(=O)c3ccc(F)cc3)cc2C(=O)N([C@H](C)CO)C[C@@H]1C	-3%	-2%
OC(c1ccc(F)cc1)c1ncc(-c2ccccc2F)[nH]1 (stereo not given)	-12%	6%
COCCn1c(SCC(=O)Nc2ccc(F)cc2)nc2c(c1=O)SCC2	-3%	3%
O=C(c1cccs1)N1CCN(C(=O)c2cccs2)C1=S	1%	-2%
O=S(=O)(c1cccc2ccccc12)N1Cc2ccccc2-n2nncc2C1	14%	-3%
CN(CC(=O)NCCc1ccc(S(N)(=O)=O)cc1)CC(=O)Nc1ccc(Cl)c(C(F)(F)F)c1	-12%[11.6 µM]	-4%
O=C(O)CC1c2ccccc2CCN1S(=O)(=O)c1cccs1 (stereo not given)	15%	7%
CCN(CC)C(=O)C1=C(C)N(Cc2ccc(C(C)(C)C)cc2)C(=O)C(CC(=O)NCCCCc2ccccc2)C1 (stereo not given)	-5%	7%
CC(=O)Nc1cccc(-c2ccnc3c2CC(C(=O)NCc2cccnc2)O3)c1 (stereo not given)	9%	-14%
O=c1cn[nH]c2ccc(Br)cc12	-4%	-9%
O=C(NNC(=O)c1ccccc1F)c1ccc(-c2ccccc2Cl)o1	123%[activator]	2%
COC(=O)[C@]1(Cc2ccccc2)N[C@H](CN(C)C(=O)Nc2ccc(OC)cc2)[C@@H]2C(=O)N(C)C(=O)[C@@H]21	0%	0%
